Screens (PubChem)
TRb-SRC2 inh = disrupts binding of human TR beta to SRC2; P10828; TRbeta-SRC2 peptide binding, fluorescence polarization; receptor liganded with 1 µM T3; Potency, µM (series often up to 106 µM), without a hit: at the top dose activity change, negative = inhibition, hits mostly inhibitors; 0.065% of 280,000 active; AID 1469;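 note: plate controls were bound peptide for no effect and peptide without receptor for full effect; nearly all actives have a fitted effect of over 50% in size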
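Assay buffer: 20 mM Tris-HCl, 100 mM NaCl, 10% glycerol, 1 mM EDTA, 0.01% NP-40, 1 mM DTT, 1 uM T3, 5% DMSO; TRb LBD 0.6 uM, Texas Red SRC2 20 nM; FP after 5 hr.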
ALDH1A1 inh = blocks purified human ALDH1A1 activity; P00352; Purified ALDH1A1, NADH fluorescence, propionaldehyde substrate; Potency, µM (titrated, usually from 75.3 µM), for the others: at the highest dose activity, negative = inhibition, usual class: inhibitors; 7.3% of 220,000 active; active = well fitted inhibition curve with a large enough effect, not every such curve was filed as active; inconclusive = small, poorly fitted or top-dose-only effect, or another doubt; inactive = no such curve, though single readings can be large or run the other way;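 note: plate controls were no enzyme wells and a reference inhibitor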
SMN2 splice enh = increases expression of the SMN2 splice variant. Potency, µM (titrated, usually from 46.1 µM), for inactives: top-dose activity change, positive = activation, most hits filed as activators. AID 1458. HEK293 SMN2-luciferase splicing reporter, luminescence, 30-36 h. 2.8% of 210,000 active; note: % of control where 0% means no effect; nearly all actives have a fitted effect of over 55% in size
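qHTS luciferase splicing reporter: luminescence rises when SMN2 exon 7 is included in transfected HEK293 cells. Compound exposure lasted 30-36 h at 37C, with 4.5 mM final sodium butyrate as control, followed by a ONE-Glo read.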
KDM4E inh = JMJD2E (human) inhibition. B2RXH2. JMJD2E catalytic domain, FDH-coupled NADH fluorescence (FDH is formaldehyde dehydrogenase). Potency, µM (top dose mostly 57.1 µM), without a hit: top-dose activity change, negative = inhibition, most hits filed as inhibitors. 1.6% of 230,000 active; active = well fitted inhibition curve with a large enough effect, not every such curve was filed as active; inconclusive = small, poorly fitted or top-dose-only effect, or another doubt; inactive = no such curve, though single readings can be large or run the other way;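 note: 0% = wells with enzyme and -100% = buffer wells without enzyme; nearly all actives have a fitted effect of over 50% in size; many of its hits are not listed in these tables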
Target sequence (B2RXH2 1-337 limits assumed): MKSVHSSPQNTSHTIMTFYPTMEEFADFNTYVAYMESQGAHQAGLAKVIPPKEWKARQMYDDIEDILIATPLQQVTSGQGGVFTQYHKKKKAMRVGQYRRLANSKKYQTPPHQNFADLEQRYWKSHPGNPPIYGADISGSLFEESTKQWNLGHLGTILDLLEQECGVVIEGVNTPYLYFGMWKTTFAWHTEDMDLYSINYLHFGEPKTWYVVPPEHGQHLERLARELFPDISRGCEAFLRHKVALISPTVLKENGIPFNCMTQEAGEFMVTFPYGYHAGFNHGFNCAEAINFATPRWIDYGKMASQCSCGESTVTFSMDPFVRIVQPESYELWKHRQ
RECQ1 helicase = blocks DNA unwinding by human RECQ1. RECQ1 DNA unwinding, red fluorescence kinetic read. Potency, µM (top dose mostly 57.3 µM), for inactives: top-dose activity, negative = inhibition, usual class: inhibitors. 0.54% of 240,000 active. AID 2549;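 note: plate controls were vehicle for no effect and no enzyme for full effect; nearly all actives have a fitted effect of over 30% in size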
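RECQ1T1 50 nM; forked duplex (20 bp + 30-nt ss tails) 200 nM, ATP 2 mM final; pH 8.0, 2 mM MgCl2, 2.5 ug/ml poly(dI-dC); 15 min compound preincubation; discontinuous kinetic read over 2 h at RT.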
GoLoco inh red = blocks human Gai1 binding to RGS12 GoLoco peptide, red readout. AID 880. 0.44% of 230,000 active. Potency, µM (doses to about 61.6 µM), inactives show at the highest dose activity, negative = inhibition, hits mostly inhibitors. Gai1:RGS12 GoLoco peptide FP, rhodamine, 10 min. P63096; active = well fitted inhibition curve with a large enough effect, not every such curve was filed as active; inactive = no such curve, though single readings can be large or run the other way; note: % is set by controls: 0 for no effect and ±100 for the full control effect; nearly all actives have a fitted effect of over 30% in size; many of its hits are not listed in these tables
Target sequence (P63096 whole entry, looked up): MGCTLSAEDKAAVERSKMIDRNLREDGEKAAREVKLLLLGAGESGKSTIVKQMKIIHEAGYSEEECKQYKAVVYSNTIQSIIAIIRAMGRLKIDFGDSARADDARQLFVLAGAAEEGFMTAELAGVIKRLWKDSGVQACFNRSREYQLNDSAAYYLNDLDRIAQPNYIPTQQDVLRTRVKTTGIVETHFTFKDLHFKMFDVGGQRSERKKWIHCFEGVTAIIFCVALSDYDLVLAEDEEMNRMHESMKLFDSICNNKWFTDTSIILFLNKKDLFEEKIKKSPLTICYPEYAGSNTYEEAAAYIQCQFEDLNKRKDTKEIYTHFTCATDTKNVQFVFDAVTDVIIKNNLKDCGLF
LMNA splice mod = modulators of lamin A splicing | 0.01% of 200,000 active | HeLa LMNA splicing GFP/RFP minigene ratio, 48 h | Potency, µM (doses to about 46.1 µM), for inactives: at the top dose ratio change, negative = inhibition, actives largely listed as inhibitors | AID 1487; active = well fitted inhibition curve with a large enough effect in the signal ratio, with a control signal flat, not every such curve was filed as active; inconclusive = small, poorly fitted or top-dose-only effect, or effect the other way, or a change in a side signal; the % refers to the signal ratio; note: % is set by controls: 0 for no effect and ±100 for the full control effect
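S3 HeLa stable clones carrying a lamin A-EGFP splicing minigene plus DsRed2 were seeded at 600 cells/well in Opti-MEM with 2% FBS, pin-dosed and incubated 48 h at 37°C. Acumen cytometry (488 nm) gave the GFP/RFP total-intensity ratio.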
TR SRC2 fluor cs = alters Texas Red total fluorescence, flagging assay interference | 0.29% of 280,000 active | Potency, µM (doses to about 106 µM), without a hit: at the highest dose fluorescence change, negative = quenching | TRb/SRC2 Texas Red total fluorescence interference; active = well fitted curve in either direction with a large enough effect; inconclusive = small, poorly fitted or top-dose-only effect; note: % is set by controls: 0 for no effect and ±100 for the full control effect
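Human TRβ ligand-binding domain (0.6 uM) and Texas Red SRC2 peptide (20 nM) in Tris buffer with 1 uM T3 and 5% DMSO were incubated with pinned compound for 5 hr at ambient temperature. Total fluorescence was computed as S + 2P (555/632 nm).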
* = called active by the depositor; i = inactive; ? = inconclusive; · = not tested or not shown; & = joins results of further samples; [ ] = remark or other dose. Unless noted, calls come from the whole dose curve; as a rule, active = well fitted curve in the direction sought with a large enough effect; inconclusive = small, poorly fitted or top-dose-only effect, or another doubt; inactive = no such curve, though single readings can be large; an effect the other way counts as inactive or inconclusive. Potency is the fitted concentration of half-maximal effect. Some of the compounds tested (hit frequency here may not be typical).

SMILES	TRb-SRC2 inh	ALDH1A1 inh	SMN2 splice enh	KDM4E inh	RECQ1 helicase	GoLoco inh red	LMNA splice mod	TR SRC2 fluor cs
CCCC(=O)Nc1ccc(C(=O)N/N=C/c2ccc[nH]2)cc1	-3%	?	-27%	2%	-1%	18%	6%	-1%
CN(C)S(=O)(=O)c1ccc(-c2cn3ccccc3n2)cc1	-4%	?	?	?	-11%	5%	-12%	-2%
Cc1c(NC(=O)C(C)OC(=O)/C=C/c2ccc3c(c2)OCO3)c(=O)n(-c2ccccc2)n1C (stereo not given)	-3%	?	7%	?	-4%	-5%	7%[46 µM]	-4%
Cc1nn(C)c(C)c1S(=O)(=O)N(CC(=O)N1CCc2ccccc21)c1ccc(C(C)C)cc1	1%	12%	-5%	6%	-9%	-8%	-10%	2%
Cc1cccc(NC(=S)N/N=C/c2ccc(Cl)c([N+](=O)[O-])c2)c1	4%	2%	0%	5%	-14%	-2%	2%	-5%
C(=N\N1CCN(Cc2cccc3ccccc23)CC1)/c1ccco1	1%	?	17%	-4%	-12%	-4%	21%	-2%
N#CCC(=O)N/N=C/c1cn(Cc2ccccc2C#N)c2ccccc12	5%	7%	·	-3%	i	4%	·	1%
Clc1ccc(Nc2nc(-c3cccnc3)cs2)cc1	-5%	2%	22%	-2%	5%	4%	10%	-2%
O=C(NCC1CCCO1)C(C(=O)c1ccccc1)n1ccccc1=O (stereo not given)	-6%	-2%	19%	0%	-9%	-4%	-1%	-6%
COCCNC(=O)C(c1ccc(F)cc1)N(C(=O)CCC(=O)Nc1nccs1)c1ccc(C)cc1 (stereo not given)	3%	10%	·	5%	-4%	15%	1%[46 µM]	-1%
COc1ccc(OC)c(C(c2nnnn2CCc2ccccc2)N2CCC(C(N)=O)CC2)c1 (stereo not given)	-6%	-4%	7%	-2%	i	1%	3%	2%
CCS(=O)(=O)N1CCCC(C(=O)NC2CCCCC2C)C1 (stereo not given)	7%	0%	-9%	-4%	3%	5%	9%[0.0737 µM]	0%
Cc1cc(C)c(S(=O)(=O)NCCn2c(C)cc3ccccc32)c(C)c1	-4%	-4%	8%	-7%	-22%	12%	-5%	-2%
COc1ccc(OC)c(NC2c3ccccc3C(=O)N2c2cccnc2)c1 (stereo not given)	1%	6%	6%	3%	-2%	5%	12%	-2%
O=C(N/N=C/c1sc(N2CCCCC2)nc1-c1cccs1)c1cccnc1	4%	32µM*	-37%[inhibitor]	-24%	10µM*	99%[activator]	?	-8%
COc1ccc(N(CC(=O)Nc2c(C)n(C)n(-c3ccccc3)c2=O)S(=O)(=O)c2ccccc2)cc1OC	-2%	5%	5%	4%	-1%	2%	5%	-2%
O=C(Cn1c(=O)oc2cc(S(=O)(=O)N3CCCC3)ccc21)N1CCc2ccccc2C1	-16%	11µM*	-10%	-4%	-12%	10%	-12%	-1%
C#CCOC(=O)Nc1ccc(=O)n(Cc2c(Cl)cccc2Cl)c1	-4%	?	-16%	-5%	2%	0%	-10%	0%
COc1cc(CN2CCC(C(=O)NC3CCCC3)CC2)ccc1O	-1%	-13%	12%	?	i	-2%	-4%	0%
O=C(NCCOc1ccccc1)O[C@@H]1C(=O)c2cc(Br)ccc2O[C@H]1c1ccc2c(c1)OCO2	8%	2%	7%	4%	1%	3%	·	-1%
COc1ccccc1CNC(=O)C1CCN(S(=O)(=O)N2CC(C)CC(C)C2)CC1 (stereo not given)	5%	3%	2%	10%	-1%	3%	-1%	0%
Oc1ccc(N=Nc2nccs2)c(O)c1	2%	-8%	·	8.9µM*	-28%	18%	·	-9%
O=C(Nc1cccc(S(=O)(=O)N2CCCCC2)c1)c1ccc(OCC2CCCO2)cc1 (stereo not given)	-3%	-1%	-67%[inhibitor]	-9%	-6%	-2%	6%[9.22 µM]	-1%
CC(C)Oc1ccc(C(=O)Nc2ccccc2N2CCOCC2)cc1	-1%	-3%	·	-2%	i	9%	-3%[46 µM]	2%
Cc1ccc(S(=O)(=O)N(C)CCCC(=O)N2CCOCC2)cc1	-1%	-2%	0%	5%	-1%	0%	9%	-2%
Cc1cc(C)n(Cc2ccc(NC(=O)c3ccc(COc4ccccc4Br)cc3)cc2)n1	0%	-14%	-48%[inhibitor]	-24%	0%	5%	?	-3%
CCOc1ccc(NC(=O)CSc2nnc(C(C)C)n2CC)cc1	-4%	-5%	-25%	-2%	i	11%	-3%	0%
CCCn1c(-c2ccc(F)cc2)nc2c(NCCN(C(C)C)C(C)C)nc(C)nc21	-1%	?	-10%	?	i	-3%	·	-2%
COc1cc(/C=C/C(=O)OCC(=O)c2c(N)n(C)c(=O)n(C)c2=O)ccc1OCC#N	3%	?	-24%	?	7%	-1%	-13%[9.22 µM]	0%
OC1CNCc2cc3c(cc21)OCCO3 (stereo not given)	-4%	6%	25%	-1%	i	-8%	10%	3%
O=C(CSc1nnc(-c2ccncc2)n1CC1CCCO1)Nc1cccc(O)c1 (stereo not given)	-8%	-15%	-16%	-5%	15%	1%	0%	-7%
CC(C)=CCC/C(C)=C/CO/N=C1/C[C@@H](O)[C@@H](O)[C@@H]2[C@@H]3C(=O)N(Cc4ccccc4)C(=O)[C@H]3CC[C@H]12	1%[11.2 µM]	2%[13.5 µM]	·	·	-8%[11.5 µM]	·	·	-1%[11.2 µM]
COc1ccc(CCNC(=O)c2cc(-c3ccccc3O)n[nH]2)cc1OC	0%	7%	10%	5%	-18%	-6%	-17%	3%
Cc1nn(C(=O)c2nn(C)cc2[N+](=O)[O-])c(C)c1Br	-13%	6%	-4%	2%	1%	16%	·	0%
O=C(Nc1ccc(OC(F)F)cc1)Nc1cccc(C(F)(F)F)c1	-3%	-9%	-66%[inhibitor]	-2%	-17%	10%	?	-3%
CCOC(=O)Cc1[nH]nc2c1C(c1cccc(OC)c1OC)C(C#N)=C(N)O2 (stereo not given)	0%	9%	2%	-20%	-5%	8%	-2%	-2%
Cc1cn2c(nc(=O)c3cccnc32)s1	-4%	?	18%	?	-3%	5%	0%	-4%
O=C(Cc1ccc(F)cc1)N/N=C/c1ccccn1	-7%	-3%	3%	4%	i	0%	2%	-2%
CCC(C)(C(=O)NC1CCCCC1)N(Cc1cccs1)C(=O)Cc1cccs1 (stereo not given)	8%	-3%	-10%	-1%	-14%	2%	10%	-1%
O=C(Nc1ccccn1)C1(c2cccs2)CCOCC1	2%	?	-1%	-13%	0%	-21%	-1%	-8%
COC(=O)c1cc(=O)n2c(-c3ccccc3)csc2n1	-4%	?	3%	-5%	i	5%	-3%	2%
Cc1ccc(NC(=O)CC2=NC(=O)C(CC(=O)Nc3ccccc3C)S2)cc1 (stereo not given)	-5%	?	21%	?	16%	7%	·	-2%
CCOC(=O)CSc1nnc(-c2ccccc2)o1	-3%	-2%	-7%	3%	-6%	1%	-5%	-1%
COc1ccc(NC(=O)Cc2ccc(Cl)cc2Cl)cn1	8%	6%	11%	-6%	?	14%	-7%[46 µM]	1%
Cc1cccc(CNc2ncnc3ccc(-c4c(C)noc4C)cc23)c1	-2%	4%	5.6µM*	?	-15%	1%	?	-3%
CC(C(=O)O)n1nc2ccccc2n1 (stereo not given)	-2%	8%	2%	1%	i	-1%	-2%	0%
CN(C(=O)C1CCN(S(=O)(=O)c2cccs2)CC1)C1CCCCC1	4%	-9%	-8%	1%	i	-1%	-9%	-2%
CN1CCN(C(=O)c2cc3sccc3n2CC(=O)c2ccccc2)CC1	-10%	-2%	·	-22%	-5%	·	-4%	0%

The closing two entries of the section before are carried over, then new ones follow.
SMILES	TRb-SRC2 inh	ALDH1A1 inh	SMN2 splice enh	KDM4E inh	RECQ1 helicase	GoLoco inh red	LMNA splice mod	TR SRC2 fluor cs
CN(C(=O)C1CCN(S(=O)(=O)c2cccs2)CC1)C1CCCCC1	4%	-9%	-8%	1%	i	-1%	-9%	-2%
CN1CCN(C(=O)c2cc3sccc3n2CC(=O)c2ccccc2)CC1	-10%	-2%	·	-22%	-5%	·	-4%	0%
Nc1nc(SCC(=O)N2N=C3/C(=C/c4ccco4)CCCC3C2c2ccco2)n[nH]1 (stereo not given)	0%	?	25%	-12%	i	6%	2%	-1%
CC(C)Cc1[nH]c(=O)c(C#N)c2c1COC(C)(C)C2	5%	?	12%	?	-2%	-1%	-4%	-6%
COC(=O)NC(C(=O)OC)(C(=O)OC)c1ccccc1	1%	4%	9%	3%	3%	-3%	·	-3%
O=C(CN1CCN(c2ccccc2F)CC1)NC(=O)NCc1ccco1	-8%	?	1%	-6%	?	5%	·	0%
CC(=O)Nc1ccc(SCC(=O)Nc2cc(C(C)(C)C)nn2-c2ccccc2)cc1	0%	14%	2%	8%	7%	-12%	?	0%
CC(C)C(NC(=O)c1ccccc1Br)c1ccccc1 (stereo not given)	-7%	18%	9%	-1%	i	10%	15%[46 µM]	-2%
CCOc1ccc(C(=O)Nc2ccccc2NC(C)=O)cc1OCC	-5%	0%	14%	5%	i	-9%	·	3%
COc1ccc(OC)c(/C=C2\S/C(=N/NC(=O)c3ccc4ccccc4c3)NC2=O)c1	?	?	-8%	?	-13%	21%	-19%	?
CCN(C(C)=O)c1nnc(CSc2nc3ccccc3s2)s1	2%	?	-20%	3%	-2%	37%[activator]	6%	-1%
Fc1ccc(C(c2nnnn2Cc2cccs2)N2CCN(C3CCCC3)CC2)cc1 (stereo not given)	-1%	1%	0%	-6%	-9%	9%	-1%	3%
CCCCNC(=O)CNC(=S)N(CCCN1CCOCC1)Cc1cccs1	0%	-5%	-13%[1.84 µM]	11%	-9%	7%	-4%	1%
O=C(O)c1cc(-c2ccccc2)nc2ccccc12	3%	7%	-20%	1%	5%&-7%	8%&15%	?	-3%
O=C(COc1ccc(Br)cc1)Nc1ccccc1N1CCCC1	-4%	-4%	-19%	-7%	1%	5%	8%[46 µM]	0%
O=C(CN(Cc1ccco1)S(=O)(=O)c1ccccc1)N/N=C/c1cccc(O)c1	-2%	3%	-8%	11%	-2%	-5%	6%	0%
